Bioassay records: PubChem BioAssay, National Center for Advancing Translational Sciences (NCATS)
Tau filament bind: qHTS Assay for Tau Filament Binding. Microtubule-associated protein tau (Homo sapiens), P10636. recombinant tau filaments, thioflavin S fluorescence, 15 h; filaments grown with octadecylsulfate alongside compound. Potency, µM (doses to about 57.1 µM), for inactives: top-dose activity change, negative = inhibition. 71,000 tested, 2% active;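 also: potency is read from the fitted curve at half-maximal effect; % is scaled to controls: 0 for no effect and ±100 for the full control effect; actives lower thioflavin S fluorescence by blocking filaments or displacing dye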
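Quantitative HTS: thioflavine S signal from ODS-induced tau filaments, excited at 450 nm, emission 510 nm. Conditions: 1 uM tau, 30 uM ODS, 15 h at 37 C, pH 7.4.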
15-hLO inh: qHTS Assay for Inhibitors of 15-hLO (15-human lipoxygenase); purified 15hLO-1, xylenol orange hydroperoxide absorbance; Polyunsaturated fatty acid lipoxygenase ALOX15 (Homo sapiens), P16050; 74,000 tested, 1.4% active; Potency, µM (doses to about 57.1 µM), without a hit: at the highest dose activity change, negative = inhibition, actives largely listed as inhibitors; also: potency is read from the fitted curve at half-maximal effect; % is scaled to controls: 0 for no effect and ±100 for the full control effect; nearly all actives have a fitted effect of over 55% in size
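Purified human 15hLO-1 (40 nM final) in 25 mM Hepes pH 7.5, 0.01% Triton X-100 was preincubated with compound 15 min at room temperature, then reacted 6 min with 50 uM arachidonic acid; hydroperoxide detected by Fe-XO, 573/405 nm absorbance ratio.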
BRCT inh green: qHTS Assay for Inhibitors of BRCT-Phosphoprotein Interaction (Green Fluorophore); BRCA1 BRCT-phosphopeptide binding, green fluorescence polarization; Potency, µM (series often up to 76.9 µM), without a hit: top-dose activity change, negative = inhibition, hits mostly inhibitors; 75,000 tested, 0.05% active; AID 875, 2007;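 also: potency is read from the fitted curve at half-maximal effect; plate controls were peptide without protein for full effect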
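Compounds were incubated for 12 min at room temperature with a complex of 100 nM fluorescein-tagged pBACH1 decapeptide and 250 nM His-tagged BRCT protein. Buffer was phosphate pH 7.3 with EDTA, DTT and Tween 20. Disruption of binding lowers the polarization signal.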
HADH2 inh: qHTS Assay for Inhibitors of HADH2 (Hydroxyacyl-Coenzyme A Dehydrogenase, Type II); 3-hydroxyacyl-CoA dehydrogenase type-2 (Homo sapiens), Q99714; recombinant HADH2, NADH fluorescence, beta-hydroxybutyryl-CoA; Potency, µM (doses to about 57.1 µM), inactives show at the highest dose activity change, negative = inhibition, actives largely listed as inhibitors; 73,000 tested, 3.4% active; AID 886, 2007; also: potency is read from the fitted curve at half-maximal effect; % is scaled to controls: 0 for no effect and ±100 for the full control effect; nearly all actives have a fitted effect of over 60% in size; many of its hits are not listed in these tables
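Activity measured as NADH fluorescence gain (360/450 nm), taken as the change between first and last reads of a 4-min kinetic run. Conditions: pH 9.0 Tris buffer, 20 nM E. coli-expressed His-tagged enzyme, 1 mM NAD+, 90 uM beta-hydroxybutyryl-CoA; 15-min compound preincubation.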
USP2a inhib: qHTS Assay for Inhibitors of Ubiquitin-specific Protease USP2a; Ubiquitin carboxyl-terminal hydrolase 2 (Homo sapiens), O75604; USP2a enzymatic assay, qHTS inhibition; Potency, µM (doses to about 38.3 µM), inactives show top-dose activity change, negative = inhibition, most hits filed as inhibitors; 60,000 tested, 0.1% active;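 also: potency is read from the fitted curve at half-maximal effect; nearly all actives have a fitted effect of over 60% in size; plate controls were DMSO for no effect and NEM full inhibition control for full effect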
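Inhibition is measured in a cell-free coupled assay with 20 nM USP2 core, 20 nM Ub-PLA2 and 20 uM NBD C6-HPC, 2.5 h incubation. Activity normalized to NEM control.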
DNA Pol III inh: qHTS Assay for Inhibitors of DNA Polymerase III Holoenzyme System; 71,000 tested, 0.25% active; reconstituted DNA polymerase III holoenzyme replication, biochemical; AID 603, 2007; Potency, µM (highest dose often 57.1 µM), without a hit: top-dose activity change, negative = inhibition; also: potency is read from the fitted curve at half-maximal effect; % is scaled to controls: 0 for no effect and ±100 for the full control effect
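Reconstituted *E. coli* holoenzyme (0.35 nM Pol III, 1 nM beta, 154 nM SSB, 2 nM primase) was preincubated with compound for 15 min at RT. Synthesis on 1.4 nM ssM13Gori ran 35 min, then was stopped with PicoGreen/EDTA and read as dsDNA fluorescence.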
Rhodamine autofl: qHTS Assay for Spectroscopic Profiling in Rhodamine Spectral Region | AID 594, 2007 | Rhodamine-region fluorescence, 547/598 nm, Tris buffer; stronger effect = higher value | 59,000 tested, 0.05% active | max dye-equivalent concentration, M; in the data active = max dye-equivalent concentration above about 11 nM; inconclusive = between about 1.1 nM and that limit
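A six-point rhodamine series on each plate calibrates the signal. Compounds sit in 100 mM Tris (pH 8.0) for 15 min at ambient temperature before imaging through 547 nm/598 nm filters.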
BRCT PPI red: qHTS Assay for Inhibitors of BRCT-Phosphoprotein Interaction (Red Fluorophore); Breast cancer type 1 susceptibility protein (Homo sapiens), P38398; BRCT-phosphopeptide binding, red fluorescence polarization; Potency, µM (top dose mostly 76.9 µM), for inactives: at the top dose activity change, negative = inhibition, hits mostly inhibitors; 75,000 tested, 0.03% active; AID 892, 2007; also: % is scaled to controls: 0 for no effect and ±100 for the full control effect
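Rhodamine-labelled pBACH1 10-mer (100 nM) bound to BRCT domain (100 nM) at pH 7.3; compounds incubated 12 min room temperature, polarization read. Free peptide defines full inhibition; unlabelled decapeptide titrated as control.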
HEK293 cAMP cs: qHTS Assay for Agonists of the Thyroid Stimulating Hormone Receptor: Activators of Intracellular cAMP Concentrations in Parental HEK 293; 73,000 tested, 2.5% active; Potency, µM (top dose mostly 57.1 µM), without a hit: top-dose activation, usual class: activators; parental HEK293 CNG cAMP sensor, membrane potential fluorescence; also: potency is read from the fitted curve at half-maximal effect; % of control where 0% means no effect; nearly all actives have a fitted effect of over 55% in size
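Parental HEK 293 cells stably expressing a modified CNG channel (no TSHR) report cAMP rise as membrane depolarization. Membrane potential dye with 100 uM RO 20-1724 was loaded for 60 min at room temperature, then compound added for 30 min; fluorescence read at 590 nm.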
Caspase-7 inhib: qHTS Assay for Allosteric/Competitive Inhibitors of Caspase-7; P55210; recombinant caspase-7, Ac-DEVD-AFC fluorescence rate; Potency, µM (highest dose often 57.5 µM), inactives show at the top dose activity change, negative = inhibition, actives largely listed as inhibitors; 75,000 tested, 0.02% active; active = well fitted inhibition curve with a large enough effect in the main read-out, with a control signal flat, not every such curve was filed as active; inconclusive = small, poorly fitted or top-dose-only effect, or a change in a side signal; also: potency is read from the fitted curve at half-maximal effect; % of control where 0% means no effect
Caspase-1 inhib: qHTS Assay for Allosteric/Competitive Inhibitors of Caspase-1 | Caspase-1 enzyme, Ac-WEHD-AFC fluorogenic rate | Potency, µM (top dose mostly 57.5 µM), for inactives: at the highest dose activity change, negative = inhibition, actives largely listed as inhibitors | P29466 | 75,000 tested, 0.03% active;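 also: potency is read from the fitted curve at half-maximal effect; plate controls were vehicle for no effect and no substrate for full effect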
Active calls of the source: *; i = inactive; ? = inconclusive; . = not tested or not shown; & = joins results of further samples; [ ] = remark or other dose. Unless noted, calls follow the shape of the dose curve; as a rule, active = well fitted curve in the direction sought with a large enough effect; inconclusive = small, poorly fitted or top-dose-only effect, or another doubt; inactive = no such curve, though single readings can be large; an effect the other way counts as inactive or inconclusive. Not all compounds are listed; the hit share may differ from the screen's.

SMILES	Tau filament bind	15-hLO inh	BRCT inh green	HADH2 inh	USP2a inhib	DNA Pol III inh	Rhodamine autofl	BRCT PPI red	HEK293 cAMP cs	Caspase-7 inhib	Caspase-1 inhib
CCN1C(=O)c2cccc3c(S(=O)(=O)Nc4nc(C)cs4)ccc1c23	-18%	-15%	-3.0%	-5%	13%	-4%	i	-2.0%	5%	-8%	-19%
Cc1cc(=O)oc(C)c1C(=O)NCc1ccccn1	10%	-13%	-4.3%	-11%	-10%	-10%	i	0.7%	2%	-2%	1%
CC(NC(=O)c1cccs1)C(=O)NC1=NCCS1 (stereo not drawn)	3%	1%	-0.7%	6%	1%	10%	i	-3.2%	6%	-1%	2%
CCOC(=O)C(NC(=O)CC)(Nc1ccc(S(=O)(=O)Nc2ncccn2)cc1)C(F)(F)F (stereo not drawn)	-1%	?	-0.7%	-2%	-5%	-6%	i	-2.3%	2%	3%	2%
Cn1c(=O)[nH]c(=O)c2c1nc(SCCN1CCOCC1)n2Cc1ccccc1	-10%	-15%	0.8%	-1%	-1%	-3%	i	-0.1%	5%	-2%[0.00368 µM]	0%
Cc1cc(N(C)Cc2ccccc2)nc(-c2ccccc2)n1	13%[11.4 µM]	6%[11.4 µM]	0.0%	11%[11.4 µM]	-1%[7.66 µM]	-7%[11.4 µM]	.	-0.1%	?	1%	0%
c1cncc(-c2nnc(C3CCCCC3)o2)c1	-2%	6%	-2.1%	-6%	.	-8%	i	-1.0%	11%	0%	-2%
COc1ccc(C(c2sc3nc(C)nn3c2O)N2CCN(CCO)CC2)cc1OC (stereo not drawn)	6%	15%	-1.5%	20%	.	-14%	.	0.9%	-10%	1%	-10%
COc1cc(CC(NC(C)=O)C(=O)NC2CCN(c3nc(C)cc(C)c3C#N)CC2)cc(OC)c1 (stereo not drawn)	2%	-5%	-2.5%	2%	2%	-3%	i	-0.1%	10%	-1%	2%
Cc1cc(=O)[nH]c2c(C)c(Cl)ccc12	1%	0%	-1.4%	8%	-7%	-4%	i	-0.2%	-4%	-1%	0%
CCOC(=O)N1CCC(NC(=O)c2ccc(CS(=O)(=O)c3ccccc3C)o2)CC1	-7%	1%	-1.8%	3%	.	-8%	.	-0.1%	4%	1%	-3%
CCc1cccc(NC(=O)CS(=O)Cc2nc(-c3ccc(C)cc3)oc2C)c1 (stereo not drawn)	180%	-17%	2.5%	3%	.	-1%	.	-2.2%	15%	-6%	-2%
Cc1ccc(Cl)c(Nc2ccccc2C(=O)O)c1Cl	6%[25.6 µM]	0%	0.0%[3.08 µM]	-2%[25.6 µM]	?	-1%[25.6 µM]	i	-0.1%	28%[25.6 µM]	-1%	-3%
O=C(Nc1cccc(NC(=O)C2CC3CCCC(C2)C3=O)n1)C1CC2CCCC(C1)C2=O (stereo not drawn)	-7%	2%	0.5%	-22%	24%	1%	i	0.1%	-5%	-1%	-2%
O=C(O)c1cc(=O)c2c(Cl)cc(Cl)cc2[nH]1	?	?	-2.7%	-28%&-26%	-1%	-4%&-1%	i	-2.8%	?	-4%	-1%
O=C(Cc1cccs1)N(Cc1ccco1)C1(C(=O)NC2CCCC2)CCCCC1	8%	-3%	-0.9%	-6%	6%	0%	i	-2.7%	0.13µM*	-2%	-1%
CCN(CC)CCNC(=O)C1CCN(S(=O)(=O)N2CCCCC2)CC1	3%	4%	-1.2%	-2%	-7%	-4%	i	-1.1%	-2%	0%	-2%
CCN(CCCNC(=O)C1CCN(S(=O)(=O)c2cccc3nonc23)CC1)Cc1ccccc1	20µM*	-7%	-0.3%	4%	5%	-2%	i	-0.2%	-1%	-2%	-1%
COC(=O)C1CCN(c2cc(=O)n(Cc3ccc(F)cc3)c(=O)[nH]2)CC1	2%	-9%	-1.7%	-21%	-8%	-3%	i	-3.2%	14%	-1%	0%
N#CC1=C(N)SC(N)=C(C#N)C1c1ccnc2ccccc12	i	4µM*	111%[activator]	0.79µM*	15%	13%	i	-0.6%	?	-27%	?

Copied from the list.
COC(=O)C1CCN(c2cc(=O)n(Cc3ccc(F)cc3)c(=O)[nH]2)CC1 in USP2a inhib = -8%
CCN(CCCNC(=O)C1CCN(S(=O)(=O)c2cccc3nonc23)CC1)Cc1ccccc1 in HEK293 cAMP cs = -1%

Following part.
SMILES	Tau filament bind	15-hLO inh	BRCT inh green	HADH2 inh	USP2a inhib	DNA Pol III inh	Rhodamine autofl	BRCT PPI red	HEK293 cAMP cs	Caspase-7 inhib	Caspase-1 inhib
CC1CCc2nn(CC(=O)NCCCN3CCOCC3)cc2C1 (stereo not drawn)	-6%	1%	-2.8%	8%	.	2%	.	0.0%	48%	0%	-2%
CCCCCCCCCCCCCC(=O)O	-24%	-15%	0.2%	2%	.	2%	.	0.4%	45%	-9%	-2%
CC(=O)Oc1cccc(N2C(=O)c3ccc(C(=O)O)cc3C2=O)c1	21%[11.4 µM]	-3%[11.4 µM]	0.8%	?	-2%[7.66 µM]	-8%[11.4 µM]	.	-0.3%	-1%[11.4 µM]	1%	0%
CC(C)CC(NS(=O)(=O)c1ccc2c(c1)oc(=O)n2C)C(=O)N1CC=C(c2ccccc2)CC1 (stereo not drawn)	26%	-9%	-0.3%	7%	.	-10%	.	-2.5%	24%	-5%	-4%
COc1cc2c(cc1OC)CN(C(=O)CSc1n[nH]c(N)n1)CC2	7%	7%	-2.2%	-17%	-8%	-1%	i	0.3%	0%	1%	2%
CCOC(=O)N1CCN(c2c(NCCN3CCCCC3CC)c(=O)c2=O)CC1 (stereo not drawn)	13%	-2%	-0.5%	13%	.	-2%	.	1.6%	3%	-1%	0%
C=C(C)Cn1c(NCCOC)nc2c1c(=O)[nH]c(=O)n2C	-8%	-15%	-2.4%	20%	.	-1%	i	-0.2%	-8%	1%	1%
COc1ccc(NC(=O)N2CC3(CCN(C(=O)c4cccc(F)c4)CC3)C2)cc1	-2%	-1%	-1.7%	-7%	21%	-4%	i	0.4%	24%	0%	2%
O=C(CN1CCCC1)Nc1ccc(-c2nc3cc(NC(=O)CN4CCCC4)ccc3o2)cc1	109%	-2%	-3.2%	?	27%	-10%	i	-0.7%	16%	1%	0%
COc1ccc(-n2c(=O)c(CCc3ccccc3)nc3cnc(N4CCNCC4)nc32)cc1	7%	7%	2.5%	1%	95%[activator]	-5%	i	-1.7%	8%	-30%	?
COc1ccc(OC)c(N2C(=O)CC(C(C)c3ccccc3)C2=O)c1 (stereo not drawn)	.	-9%	-1.0%	2%	.	.	.	-0.9%	7%	0%	-1%
CCCCNN	-10%[11.4 µM]	?	-1.5%[15.4 µM]	-10%[11.4 µM]	.	-13%[11.4 µM]	i	0.3%[15.4 µM]	1%[11.4 µM]	0%[11.5 µM]	-2%[11.5 µM]
C[C@H](N)C(=O)OC(C)(C)Cc1ccc(Cl)cc1	-7%	7%	0.9%	-10%	2%	4%	i	-1.9%	-3%	0%	2%
Cc1cc(C)cc(NCC(=O)Nc2c(C)cccc2C)c1	-6%	3%	-1.2%	24%	8%	4%	i	-1.7%	11%	0%	-1%
CCc1nc(C)cc(N)c1OCc1ccccc1	-2%	-2%	-0.3%	4%	-7%	-2%	i	0.6%	?	1%	-2%
COc1ccc(OC)c(CCNC(=O)CS(=O)(=O)Cc2nc(-c3ccccc3C)oc2C)c1	15%	-17%	0.1%	2%	2%	-4%	i	0.2%	16µM*	1%	0%
Cc1noc(C)c1CSc1nc2ccccc2n1C	-3%	3%	-2.9%	9%	-1%	-6%	i	-1.1%	3%	1%	0%
O=C(c1oc2ccccc2c1CSCc1ccccc1)N1CCN(c2ncccn2)CC1	24%	?	7.4%	2%	5%	?	i	-1.4%	10µM*	-7%	-8%
